# IEC-6 cytotox – kills IEC-6 intestinal cells in KLF5 counter-screen. IEC-6 cytotoxicity, luminescence viability. inhibition, % at 5 µM. 290,000 compounds, 0.78% hits. AID 1825; in the data active = inhibition above about 22%;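 note: 0% = plate median of test compound wells and 100% = cytotoxic reference compound wells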
# HIF activator – HIF pathway transcriptional activation; U2OS HRE-luciferase reporter, luminescence; normalized: DMSO 0%, desferrioxamine 100%; activation, % at 7.5 µM (by protocol); 300,000 compounds, 0.32% hits; AID 1910;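 active = mean activation of at least 10% of the iron chelator positive control signal, with at least half of replicates also reaching 10%; inconclusive = mean and replicate majority disagree about reaching 10%; inactive = mean and most replicates under 10%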
# HSP90 refold inh – HSP90 refolding inhibition in rabbit reticulocyte lysate; luciferase refolding luminescence, 3 h; AID 1789; 290,000 compounds, 0.91% hits; inhibition, % at 5.6 µM;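 active = inhibition above the screen-wide mean plus 3 SD, computed separately per campaign, cut at about 16% in these data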;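 note: 0% = DMSO wells and 100% = 60 µM geldanamycin wells; inhibitors lower the luminescence because luciferase stays unfolded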
# AI-2 QS mod – modulators of Vibrio harveyi AI-2 quorum sensing system. Vibrio harveyi JMH597 AI-2 luminescence/OD600 ratio, 9 h; hits give low values; strain lacks LuxN and CqsS sensors; 0 = neutral-control median. activity change, % at 7.5 µM. 300,000 compounds, 0.4% hits; in the data active = activity change below about -75%, passing the limit was not always enough; inconclusive = no clear call, values can overlap the other calls;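 note: luminescence divided by OD600 gain over 9 h not by final OD600 alone; inactives centre near 13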
# HSF-1 act – increases HSF-1 driven luciferase reporter signal; NIH3T3-HGL HSF-1 luciferase reporter, MG132, 8 h; 100% = twice DMSO control signal; activation, % at 9 µM; 300,000 compounds, 1.7% hits; AID 504408;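 active = mean replicate activation of at least 50% with a set share of replicates each reaching 50%; inconclusive = only one of those two conditions met; inactive = mean below 50% and too few replicates reaching it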;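 note: 0% = median of the neutral control wells and 100% = twice that signal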
# Platelet DG rel – modulates dense granule release in human platelets; 300,000 compounds, 0.22% hits; AID 1663; inhibition, %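 (compounds screened at 7.5 µM in platelet-rich plasma)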; human platelet-rich plasma, SFLLRN dense granule ATP release, luminescence;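 active = mean replicate score, as percent of positive control, at or above 50; inconclusive = mean below 50 but at least one replicate at or above 50; inactive = mean and every replicate below 50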
# aSyn UTR inh – 5' untranslated region of α-synuclein, MLPCN primary screen; alpha-synuclein 5'UTR reporter, inhibitor activity; AID 1813; inhibition, % (tested at 7.5 µM); 300,000 compounds, 0.82% hits; in the data active = inhibition above about 60%; inconclusive = no clear call, values can overlap the other calls;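 note: H4 neuroglioblastoma cells stably carrying SNCA 5'UTR luciferase fusion; 0% = DMSO wells and 100% = positive control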
# HDAC3 inhib – inhibitors of human histone deacetylase 3; 320,000 compounds, 0.15% hits; O15379; inhibition, % at 8.3 µM; recombinant HDAC3, fluorogenic peptide/trypsin coupled, fluorescence; in the data active = inhibition above about 26%, passing the limit was not always enough; inconclusive = no clear call, values can overlap the other calls
# Target sequence (O15379 whole entry, looked up): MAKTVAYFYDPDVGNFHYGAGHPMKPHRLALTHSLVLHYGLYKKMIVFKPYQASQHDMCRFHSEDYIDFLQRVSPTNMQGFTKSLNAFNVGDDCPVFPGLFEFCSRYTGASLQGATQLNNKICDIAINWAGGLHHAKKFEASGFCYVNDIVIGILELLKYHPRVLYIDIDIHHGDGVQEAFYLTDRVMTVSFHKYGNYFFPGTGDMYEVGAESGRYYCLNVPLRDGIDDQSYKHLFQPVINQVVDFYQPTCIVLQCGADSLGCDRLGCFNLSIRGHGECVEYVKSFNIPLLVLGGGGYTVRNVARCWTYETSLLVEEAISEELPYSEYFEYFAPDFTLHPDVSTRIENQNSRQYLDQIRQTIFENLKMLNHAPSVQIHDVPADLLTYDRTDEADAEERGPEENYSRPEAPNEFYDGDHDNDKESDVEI
# HSF1 inhib – HSF1 inhibition. NIH3T3-HGL HSE-luciferase, MG132-induced, luminescence 8 h; hits give low values. 300,000 compounds, 0.77% hits. activity change, negative = inhibition, % at 7.5 µM (by protocol);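 active = more than half of replicate wells show activity change below -50%, luminescence cut by over half; inconclusive = some wells, but at most half, below -50%; inactive = no replicate well below -50%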;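 note: luciferase reports HSF-1 transcriptional activity via heat shock element; 0% = median of DMSO wells and -100% = zero luminescence signal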
# KLF5 inhibitor – kruppel-like factor 5 inhibition | AID 1700 | inhibition, % at 5 µM | 290,000 compounds, 0.23% hits | DLD-1 KLF5 promoter-luciferase reporter, luminescence;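 active = inhibition above a per-plate limit of that plate's mean compound inhibition plus 3 SD, cut at about 60% in these data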;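 note: 0% = DMSO wells and 100% = LY294002 at 200 µM; higher means less KLF5 promoter-driven luciferase light; inactives centre near -14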
# The depositor's hits bear a star; ? = inconclusive; . = no result given.
SMILES,IEC-6 cytotox,HIF activator,HSP90 refold inh,AI-2 QS mod,HSF-1 act,Platelet DG rel,aSyn UTR inh,HDAC3 inhib,HSF1 inhib,KLF5 inhibitor
Cc1cc(C)cc(N(CCC#N)C(=O)CSc2n[nH]c(N)n2)c1,.,-0.5,.,23,20,-17,-2,.,3,.
CC1=C(C(=O)Nc2ccccc2)C(c2ccco2)C(C#N)=C(SCc2ccccc2)N1 (stereo not drawn),0,-0.5,0,18,23,-1,-3,6,12,-14
CCOc1c(Br)cc(/C=C2\C(=O)N(CCC#N)N=C2C)cc1OC,2,-0.2,32*,-1,-11,9,-18,1,-3,0
CCOC(=O)N1C=CC=C[C@@H]2[C@@H](N3C(=O)c4ccccc4C3=O)C(=O)N21,1,0.0,2,1,10,-1,-12,-7,9,-6
Cc1cc(C(=O)OCC(=O)NC(C)C)c(C)o1,-1,-12,2,-5,2,-5,-3,2,-7,-35
COc1ccccc1/C=N/NC(=O)c1ccc(C)nc1,8,-0.6,2,10,6,1,-8,7,4,-5
CCCCn1c(N)c(N(Cc2ccccc2OC)C(=O)c2cc(=O)[nH]c3ccccc23)c(=O)[nH]c1=O,.,-21,.,18,?,-11,12,5,12,.
Cc1sc2ncn(CC(=O)NCc3ccco3)c(=O)c2c1-c1ccccc1,-12,-0.4,-5,8,2,4,26,-11,-1,19
COc1ccc2ccccc2c1/C=N/Nc1ccc(Cl)c(C(=O)O)c1,-4,-0.3,12,23,5,-9,-22,9,-5,-50
COc1cccc(OCCOc2ccc(/C=C3/SC(=S)NC3=O)cc2)c1,-2,-1.7,-2,25,1,1,22,-5,-6,-43
CC(C)CC(COCc1ccc(F)cc1)N1CCN(C(=O)c2cccc(C(F)(F)F)c2)CCC1=O (stereo not drawn),2,-1.8,0,4,9,8,29,6,-1,-7
Cc1cc2cc(C)c3nnc(SCC(=O)N4CCCc5ccccc54)n3c2cc1C,-3,-1.2,2,-4,-7,8,1,0,-1,-36
N#Cc1c2c(c(NCCOCCO)n3c1nc1ccccc13)CCCC2,5,0.3,-2,9,6,2,22,-6,4,-34
O=[N+]([O-])c1ccc(F)cc1OCc1cccc(S(=O)(=O)N2CCOCC2)c1,.,0.5,.,-5,-3,.,11,1,-4,.
CCOC(=O)c1cc(NC(=O)c2ccc(Cl)cc2)c(=O)oc1-c1ccccc1,-2,0.3,-3,22,2,-1,12,-2,3,2
CCCN(Cc1nnc(-c2ccccc2Cl)o1)C(=O)c1oc2ccccc2c1C,.,0.0,.,5,-19,23,-4,7,-4,.
O=C(COC(=O)c1cccc(S(=O)(=O)N2CCN(c3ccccc3)CC2)c1)NCC1CCCO1 (stereo not drawn),0,-0.1,8,7,-3,6,-16,3,-4,-37
CCOC(=O)N1CCN(C(=O)c2c[nH]c3ccc(S(=O)(=O)N(C)c4ccc(OCC)cc4)cc3c2=O)CC1,-2,-0.1,1,9,3,-6,-9,-2,3,-67
CCn1c(CSc2nc(C)cc(C)n2)nnc1SCC(=O)Nc1ccccc1,-4,0.3,2,38,-8,-1,-2,-1,-5,-11
O=[N+]([O-])c1cc(-c2nnc(C34CC5CC(CC(C5)C3)C4)o2)cc([N+](=O)[O-])c1,-2,0.1,0,18,1,0,-97,-7,3,-21
COCCN1C(=O)N[C@@H](c2cccc(C(F)(F)F)c2)[C@@H](C(=O)OC)[C@H]1C,.,-2.1,.,12,-6,6,19,3,-8,.
O=C(C1CCCN1S(=O)(=O)c1ccc(Cl)c(Cl)c1)N1CCOCC1 (stereo not drawn),2,0.1,3,8,-12,2,12,-5,-7,18
CC(C)NS(=O)(=O)c1ccc(OCC(=O)N2CCCC2)cc1,0,0.2,-1,18,12,-6,25,4,1,-35
COc1ccc(S(=O)(=O)NCc2cccnc2)cc1C(=O)N1CCCCC1,-1,0.2,-2,24,10,5,-5,4,-6,-20
Cc1ccc(OCCOCCOc2cccc3cccnc23)c(Br)c1,-4,0.2,-3,24,77*,-9,-8,0,30,7
CC(=O)Nc1ccc(NC(=O)C(=O)c2cn(CC(=O)N3CCCC3)c3ccccc23)cc1,0,-0.1,-1,23,31,4,-16,5,0,-23
CCOC(=O)c1ccc2c(c1)nc(C)n2CC,-4,5.3,-2,14,22,.,-141,5,20,-69
O=C(c1cccc(S(=O)(=O)N2CCc3ccccc3C2)c1)N1CCN(c2ccc(O)cc2)CC1,-4,-0.7,-6,22,-4,-17,31,0,-3,-15
N#Cc1ccc2[nH]c(CO)c(-c3ccccc3)c2c1,7,-0.8,-2,15,-3,2,13,-7,1,0
COc1ccc(-c2nnnn2-c2ccccc2OC)cc1,-1,1.1,1,26,-19,1,-24,0,-12,12
Cc1ccccc1C(=O)NC1CCN(CC(=O)NCc2ccc(F)cc2)CC1,-3,-0.3,-2,28,0,6,21,-2,-5,14
CC(C)(C)c1nnc(NC(=O)c2ccc(Cl)nc2)s1,0,1.0,0,9,15,-8,-126,5,4,-38
Cc1cc(Cl)c(S(=O)(=O)N2CCSCC2)cc1OCC(=O)NC1CCCCC1,-3,-0.7,-3,26,10,-3,3,4,4,4
Cc1ccnc(NC(=O)c2ccc3c(c2)C(=O)N(CCC(C)C)C3=O)c1,1,-0.2,4,1,-12,7,-20,2,-1,-30
CCN(CC)S(=O)(=O)c1ccc(N=NC2=C(O)CCCC2=O)cc1,0,-0.5,-2,28,-3,2,-5,9,3,-18
Cc1cc(NC(=O)CSc2n[nH]c(CC(C)C)n2)no1,-5,0.0,0,1,-7,4,11,-1,-4,-34
CC(C)CCNC(=O)CN(Cc1ccc2c(c1)OCO2)C(=O)CCC(=O)Nc1ccccn1,-2,0.3,-1,15,-17,1,0,-2,-2,28
C[C@@H]1CC=C[C@H]2[C@H]1C(=O)N(Cc1ccccc1)[C@H]2c1ccc(C(F)(F)F)cc1,.,-0.4,.,25,19,-4,10,7,12,.
CC(=O)Nc1ccc(S(=O)(=O)NCCC(=O)Nc2ncccc2C)cc1,.,-0.2,.,10,-2,6,-10,6,-4,.
[O-][n+]1onc2c1CCc1nnc(-c3ccccc3)cc1-2,0,-0.6,-1,14,-1,-8,-11,0,-1,-35
COc1cccc(N2CCN(C(=O)c3ccc(CS(=O)c4ccc(C)cc4)o3)CC2)c1 (stereo not drawn),85*,-0.5,2,20,6,-4,97*,-4,8,74*
COc1ccc(Cl)cc1N1C(=O)C2CCCN2C1c1ccc(F)cc1 (stereo not drawn),4,-0.4,-2,-1,2,1,-46,-2,3,-16
O=C(c1ccccc1F)N1CCN(c2ccccc2F)CC1,8,-0.6,3,29,4,8,0,3,-4,8
CCN(CC(=O)Nc1ccc(NC(C)=O)cc1)C(=O)/C=C/c1ccco1,.,-0.9,.,18,11,-2,2,5,5,.
CC(C)CCNC(=O)Cc1ccc(Nc2nc(=S)[nH]c3ccccc23)cc1,0,-1.0,1,11,33,-3,-33,-18,4,-24
C/C(=N\OC(=O)c1cccc(Cl)c1)c1sc(C)nc1C,4,0.2,-1,-5,3,0,-20,12,0,-21
COc1ccc(C(=O)Nc2ccc(F)cc2F)cc1,4,2.3,-5,10,.,24,-89,1,.,-175
Cc1ccc(C(=O)N2CCN(c3cc(=O)[nH]nc3-c3ccccc3)CC2)cc1,-2,-1.0,0,25,3,2,20,8,-3,-21
Cc1ccc(Nc2nc(N)nc(CSc3nc4ccccc4s3)n2)cc1,6,0.8,2,5,18,3,-15,13,13,7
O=C(CCC1CCCN(C(=O)c2ccc3cc[nH]c3c2)C1)NCc1ccc(F)c(F)c1 (stereo not drawn),-3,1.8,-2,7,57*,3,-23,5,24,-7
O=C(CSCc1ccccc1Cl)NNC(=S)Nc1ccccc1,0,1.0,-2,9,1,-1,-4,1,8,-16
O=C(CCCN1C(=O)/C(=C\c2ccco2)SC1=S)Nc1cccc2ccccc12,-3,0.1,-4,19,14,8,-15,-11,15,-22
O=C(O)c1cccc(C(=O)O)n1,-3,0.0,-5,3,-10,-1,2,.,1,-23
O=C(CCCCCn1c(=S)[nH]c2cc3c(cc2c1=O)OCO3)NCCc1ccccc1,-4,0.1,1,14,-3,9,-3,0,-2,-27
COc1cc(/C=N/Nc2ccccn2)cc(OC)c1O,-10,0.5,-5,25,0,0,-17,11,4,-28
Cc1ccsc1/C=C1/SC(=O)N(CC(=O)N2CCCC2)C1=O,3,1.0,2,13,8,2,-32,-5,7,-14
Cc1ccc(CN2CCN(Cc3ccc4cc(F)ccc4n3)CC2CCO)o1 (stereo not drawn),-11,0.1,-10,7,-15,4,-5,0,-4,-14
N#C/C(=C\c1ccc(N2CCCCC2)o1)C(N)=O,-6,-0.5,1,17,-10,8,-29,7,-12,-15
CCOC(=O)c1c(NC(=O)Cc2cccs2)sc(C(=O)N2CCCCC2)c1C,-5,0.2,-3,5,1,9,55,-2,7,1
Cc1[nH]c2ccc(F)cc2c1CCN(Cc1ccncc1)C(=S)Nc1ccccc1,-2,-0.2,2,37,29,-6,-33,4,0,-12

# Continuation.
SMILES,IEC-6 cytotox,HIF activator,HSP90 refold inh,AI-2 QS mod,HSF-1 act,Platelet DG rel,aSyn UTR inh,HDAC3 inhib,HSF1 inhib,KLF5 inhibitor
Cc1[nH]n(-c2ccccc2)c(=O)c1/C=N/N1C(=O)c2cccc3cccc(c23)C1=O,-1,-0.1,1,65,-12,-6,-6,?,-8,-9
CCOc1ccc(CCNC(=O)C2CCCN(S(=O)(=O)N3CC(C)CC(C)C3)C2)cc1OCC (stereo not drawn),-6,0.1,-5,2,-13,-14,13,6,0,-29
Cn1c(=O)oc2cc(S(=O)(=O)N3CCCC(C(=O)N4CCc5ccccc5C4)C3)ccc21 (stereo not drawn),6,-0.3,7,-6,19,20,7,-3,-1,9
CCOC(=O)C1CCN(C(=O)Nc2ccc3snnc3c2)CC1,0,-0.5,0,8,-6,7,32,-1,-7,-16
COc1ccc(O)c(C(=O)c2cc(C#N)c(=O)n(CCN3CCOCC3)c2)c1,-6,0.1,-2,6,.,7,-1,2,.,4
Cc1nn(-c2ccc(Cl)cc2)c2sc(C(=O)N3CCN(c4ccccn4)CC3)cc12,-5,-0.1,-2,10,-9,13,3,6,-9,-13
CC1(C)CC(=O)N(c2cc(Cl)ccc2Cl)C(=O)C1,2,-0.3,4,13,16,-1,2,-1,-6,-22
O=C1CC(c2ccccc2Cl)CC(O)=C1C=Nc1ccccc1 (stereo not drawn),-10,-0.9,-1,21,152*,2,17,4,119,13
O=C(NCCCN1CCCC1=O)c1cccc(S(=O)(=O)NCc2ccccc2)c1,.,-0.8,.,-1,19,1,12,1,2,.
CCn1c(-c2ccncc2)n[nH]c1=S,-2,0.1,-3,6,-9,1,7,0,-5,-26
CCOC(=O)C1CN(S(=O)(=O)c2cccs2)c2ccc(CC(=O)OC)cc2O1 (stereo not drawn),-3,-0.2,-2,20,-8,-13,-7,-3,-9,-18
CC(C)C(=O)Nc1ccc2c(c1)C(=O)N(CCC(=O)O)C2=O,-5,-0.8,1,-6,-12,-7,3,-31,-7,22
CCOc1ccccc1C(=O)Nc1c[nH]c(=O)[nH]c1=O,4,-0.8,0,12,29,88*,62*,-2,5,-32
Cc1ccccc1N/C=C/C(=C(C#N)C#N)N(C)C,-1,0.2,2,33,-3,-4,13,11,-1,-37
NC(=O)c1ccc[n+](CC(=O)Nc2ccccc2C(=O)O)c1,3,-1.4,3,2,5,-2,6,-1,-13,-47
